# High-throughput results from PubChem.
# GLA spleen mod: qHTS Assay for Inhibitors and Activators of Human alpha-Galactosidase From Spleen Homogenate | AID 2107, 2009 | Alpha-galactosidase A (Homo sapiens), P06280 | 240,000 compounds, 0.008% hits | Potency, µM (titrated, usually from 80 µM), for inactives: at the top dose activity change, negative = inhibition, most hits filed as inhibitors | human spleen homogenate, 4MU-alpha-Gal fluorescence, 40 min;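 further: 0% = enzyme with vehicle and -100% = no enzyme basal signal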
# Target sequence (P06280 32-429 limits assumed): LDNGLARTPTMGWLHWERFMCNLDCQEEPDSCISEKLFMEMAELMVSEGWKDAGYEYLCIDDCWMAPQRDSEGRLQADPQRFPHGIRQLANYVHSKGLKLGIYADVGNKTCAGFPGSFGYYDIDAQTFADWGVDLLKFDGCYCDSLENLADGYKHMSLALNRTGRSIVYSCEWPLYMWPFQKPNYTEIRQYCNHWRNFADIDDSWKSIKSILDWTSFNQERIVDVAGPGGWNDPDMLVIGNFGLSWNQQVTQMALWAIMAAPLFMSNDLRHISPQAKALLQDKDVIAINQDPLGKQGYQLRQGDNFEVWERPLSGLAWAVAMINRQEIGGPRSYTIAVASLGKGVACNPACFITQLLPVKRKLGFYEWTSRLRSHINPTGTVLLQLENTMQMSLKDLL
#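 Spleen homogenate 1 ug + cpd (titration) + 4-MU-alpha-D-galactopyranoside 1 mM; 37C 40 min; 50 mM citrate/phosphate pH 5.0, 0.01% Tween-20; stop pH 10; fluorescence 365/440; AC50 via Hill.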
# RGS12 GoLoco inh: qHTS Assay for Inhibitors of RGS12 GoLoco Motif Activity (Red Fluorophore) | Guanine nucleotide-binding protein G(i) subunit alpha-1 (Homo sapiens), P63096 | Gai1:RGS12 GoLoco peptide FP, rhodamine, 10 min | Potency, µM (highest dose often 61.6 µM), for the others: top-dose activity, negative = inhibition, actives largely listed as inhibitors | 230,000 compounds, 0.44% hits; active means well fitted inhibition curve with a large enough effect, not every such curve was filed as active; inactive means no such curve, though single readings can be large or run the other way; further: on the % scale 0 is the no-effect control and ±100 the full control effect; nearly all actives have a fitted effect of over 30% in size; many of its hits are not listed in these tables
# Target sequence (P63096 whole entry, looked up): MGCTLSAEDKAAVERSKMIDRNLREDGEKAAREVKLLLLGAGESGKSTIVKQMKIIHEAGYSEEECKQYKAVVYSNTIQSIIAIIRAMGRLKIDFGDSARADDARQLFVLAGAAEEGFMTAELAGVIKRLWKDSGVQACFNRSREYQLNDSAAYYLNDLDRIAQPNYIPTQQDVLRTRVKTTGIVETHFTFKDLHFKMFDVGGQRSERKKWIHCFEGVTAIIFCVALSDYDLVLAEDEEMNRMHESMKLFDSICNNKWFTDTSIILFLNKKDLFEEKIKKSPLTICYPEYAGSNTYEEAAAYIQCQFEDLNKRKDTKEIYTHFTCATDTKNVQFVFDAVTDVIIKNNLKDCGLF
# GAA spleen mod: qHTS Assay for Inhibitors and Activators of Human alpha-Glucosidase From Spleen Homogenate; 240,000 compounds, 0.006% hits; Lysosomal alpha-glucosidase (Homo sapiens), P10253; human spleen homogenate, 4-MU-alpha-glucoside fluorescence; Potency, µM (highest dose often 79.9 µM), inactives show at the top dose activity change, negative = inhibition, most hits filed as inhibitors;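 further: 0% = enzyme with vehicle and -100% = no enzyme basal signal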
#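 Enzyme source: human spleen homogenate, 1 ug/well. Buffer 50 mM citric acid/K phosphate pH 5.0, 0.01% Tween-20. 4-MU-alpha-glucoside 1 mM; 37 C x 40 min; NaOH/glycine stop; fluorescence.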
# GAA glycogen: qHTS Assay for Inhibitors and Activators of Human alpha-Glucosidase Cleavage of Glycogen; recombinant GAA, glycogen substrate, Amplex Red glucose oxidase fluorescence; Lysosomal alpha-glucosidase (Homo sapiens), P10253; 300,000 compounds, 0.38% hits; Potency, µM (series often up to 76.4 µM), for the others: top-dose activity change, negative = inhibition, actives largely listed as inhibitors; AID 2100, 2009;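 further: 0% = full enzyme reaction and -100% = no-enzyme basal signal; the screen sought inhibitors and activators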
#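 Recombinant human enzyme (4 nM); glycogen substrate; 37 C, 40 min, pH 5.0. Readout: coupled glucose oxidase/Amplex Red fluorescence.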
# GAA inhib: qHTS Assay for Inhibitors of Human alpha-Glucosidase as a Potential Chaperone Treatment of Pompe Disease | Lysosomal alpha-glucosidase (Homo sapiens), P10253 | purified human GAA, 4-MU-alpha-glucoside fluorescence | Potency, µM (highest dose often 76.9 µM), for inactives: at the top dose activity change, negative = inhibition, hits mostly inhibitors | 200,000 compounds, 0.005% hits;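 further: plate controls were uninhibited enzyme wells for no effect and no-enzyme background for full effect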
#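 Fluorogenic assay: 4 nM human alpha-glucosidase with 400 uM 4-methylumbelliferyl-alpha-D-pyranoside in 50 mM citrate/phosphate, 0.005% Tween-20, pH 5.0, 20 min at room temperature. Compounds tested up to 77 uM; AC50 from Hill fits.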
# KDM4E inh: qHTS Assay for Inhibitors of Human Jumonji Domain Containing 2E (JMJD2E); JMJD2E catalytic domain, FDH-coupled NADH fluorescence (FDH is formaldehyde dehydrogenase); AID 2147, 2009; 230,000 compounds, 1.6% hits; Potency, µM (doses to about 57.1 µM), for inactives: at the highest dose activity change, negative = inhibition, actives largely listed as inhibitors; active means well fitted inhibition curve with a large enough effect, not every such curve was filed as active; inconclusive means small, poorly fitted or top-dose-only effect, or another doubt; inactive means no such curve, though single readings can be large or run the other way;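 further: 0% = wells with enzyme and -100% = buffer wells without enzyme; nearly all actives have a fitted effect of over 50% in size; many of its hits are not listed in these tables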
# Target sequence (B2RXH2 1-337 limits assumed): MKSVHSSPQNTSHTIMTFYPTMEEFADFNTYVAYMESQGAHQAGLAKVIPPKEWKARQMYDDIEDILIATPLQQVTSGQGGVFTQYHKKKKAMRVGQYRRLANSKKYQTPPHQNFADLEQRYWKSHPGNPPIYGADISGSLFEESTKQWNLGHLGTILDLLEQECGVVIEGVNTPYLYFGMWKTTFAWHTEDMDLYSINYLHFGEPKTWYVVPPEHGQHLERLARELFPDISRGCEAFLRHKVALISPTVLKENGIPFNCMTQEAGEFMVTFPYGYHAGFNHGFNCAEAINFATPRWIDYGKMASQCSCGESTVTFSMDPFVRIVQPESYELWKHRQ
# SMN2 splice enh: qHTS Assay for Enhancers of SMN2 Splice Variant Expression; HEK293 SMN2-luciferase splicing reporter, luminescence, 30-36 h; Potency, µM (highest dose often 46.1 µM), for inactives: at the highest dose activity change, positive = activation, usual class: activators; 210,000 compounds, 2.8% hits; AID 1458, 2008; further: % of control where 0% means no effect; nearly all actives have a fitted effect of over 55% in size
#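 HEK293 cells carry an SMN2 […]–luciferase reporter in which exon 7 inclusion puts luciferase in frame. Cells were plated 10-12 h before compound addition, then incubated 30-36 h at 37C. ONE-Glo luminescence was read; sodium butyrate at 4.5 mM final served as control.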
# ALDH1A1 block: qHTS Assay for Inhibitors of Aldehyde Dehydrogenase 1 (ALDH1A1) | Aldehyde dehydrogenase 1A1 (Homo sapiens), P00352 | Purified ALDH1A1, NADH fluorescence, propionaldehyde substrate | Potency, µM (top dose mostly 75.3 µM), without a hit: top-dose activity, negative = inhibition, most hits filed as inhibitors | 220,000 compounds, 7.3% hits | AID 1030, 2008; active means well fitted inhibition curve with a large enough effect, not every such curve was filed as active; inconclusive means small, poorly fitted or top-dose-only effect, or another doubt; inactive means no such curve, though single readings can be large or run the other way;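 further: plate controls were no enzyme wells and a reference inhibitor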
# Active calls of the source: *; ? = inconclusive; nt = no result given; [ ] = another dose, or the depositor's remark. Unless noted, the call rests on the fitted dose curve; in most records, active means well fitted curve in the direction sought with a large enough effect; inconclusive means small, poorly fitted or top-dose-only effect, or another doubt; inactive means no such curve, though single readings can be large; an effect the other way counts as inactive or inconclusive. Potency means the concentration at half of the fitted maximal effect. A portion of the library; rates above refer to the full screens.
entry	Compound	GLA spleen mod	RGS12 GoLoco inh	GAA spleen mod	GAA glycogen
1	COCCNC(=O)c1cc2sc3ccccc3c2s1	3%	8%	5%	0%
2	COc1ccc(Br)cc1/C=N/NC(=O)c1cccc(S(=O)(=O)N2CCOCC2)c1	2%	12%	0%	7%
3	O=C(Nc1ccc2sccc2c1)c1ccc(Cl)s1	3%	6%	-9%	2%
4	Cc1c(NC(=O)CN2CCN(c3ccccc3)CC2)c(=O)n(-c2ccccc2)n1C	6%	-1%	2%	-2%
5	COc1cccc(C(=O)COc2cccc(NC(=O)c3ccco3)c2)c1	-3%	4%	0%	-9%
6	c1ccc(N2CCN(Cc3ccsc3)CC2)nc1	5%	-1%	-1%	-12%
7	O=C(CCNC(=O)c1ccccc1Cl)Nc1cc(C(F)(F)F)ccc1Cl	7%	-10%	-16%	-11%
8	CCSCCNC(=O)c1cncc(Br)c1	-8%	0%	-6%	8%

entry	GAA inhib	KDM4E inh	SMN2 splice enh	ALDH1A1 block
1	3%	?	14µM*	?
2	-10%	?	10%	?
3	6%	?	7.1µM*	?
4	4%	1%	-22%	6%
5	5%	-18%	nt	?
6	-4%	-9%	-2%	-8%
7	-5%	10%	-15%	9%
8	-3%	-1%	7%	1%

# Next results.
entry	Compound	GLA spleen mod	RGS12 GoLoco inh	GAA spleen mod	GAA glycogen
9	Cc1ccc(OCC(=O)Nc2cc(S(=O)(=O)N3CCCCC3)ccc2C)c([N+](=O)[O-])n1	3%	-34%	10%	5%
10	Cc1cccc(NCc2ccccc2OCc2ccccc2F)c1	-4%	11%	4%	9%
11	COc1ccc(OC)c(-c2c(C#N)c(N)nc3c2c(=O)nc2sccn23)c1	-5%	-4%	-1%	2%
12	C=CCNc1nc(C)c(C(C)=O)cc1C#N	1%	-6%	4%	-5%
13	COCCNC(=O)c1cc(-c2ccc(Cl)c(Cl)c2)on1	4%	-1%	-3%	-7%
14	CCN1CCc2c(C#N)c(N3CCOCC3)nc(N3CCOCC3)c2C1	3%	-32%	1%	14%
15	Cc1[nH][nH]c(=O)c1C=NCc1cccs1	5%	-4%	nt	3%
16	CC(C)c1nccn1S(=O)(=O)c1cc(Cl)ccc1Cl	1%	-1%	1%	2%

entry	GAA inhib	KDM4E inh	SMN2 splice enh	ALDH1A1 block
9	-6%	3%	-14%	?
10	-5%	-5%	-6%	1%
11	-4%	-6%	?	-2%
12	-1%	-2%	-29%	-8%
13	-3%	-6%	38%	6%
14	-4%	?	5%	?
15	-1%	1%	8%	3%
16	-2%	-2%	7%	1%

# Individual results from the list.
# GAA spleen mod, C=CCNc1nc(C)c(C(C)=O)cc1C#N stands at 4%
# GAA spleen mod, COc1ccc(OC)c(-c2c(C#N)c(N)nc3c2c(=O)nc2sccn23)c1 stands at -1%
# RGS12 GoLoco inh, COc1ccc(Br)cc1/C=N/NC(=O)c1cccc(S(=O)(=O)N2CCOCC2)c1 stands at 12%

# Going on with the list.
entry	Compound	GLA spleen mod	RGS12 GoLoco inh	GAA spleen mod	GAA glycogen
17	O=C(NCc1nnc2c3ccccc3c(-c3ccccc3)nn12)c1ccccc1Cl	1%	13%	-12%	-2%
18	CCOC(=O)CCC(NC(=O)CCCCCCCCC(=O)NC(CCC(=O)OCC)C(=O)OCC)C(=O)OCC (configuration not stated)	9%	29%	-4%	4%
19	CCCOc1ccc(NC(N)=O)cc1OCCC	0%	6%	-6%	-2%
20	O=C(NCc1nnc(SCC(=O)N2CCCc3ccccc32)o1)c1c(F)cccc1Cl	-3%	-10%	6%	6%
21	O=C(NC1CCCCCC1)C(=S)NCCc1ccccc1	8%	-8%	-3%	-15%
22	COc1ccc(O)c(/C=N\NC(=O)CCn2nnc3ccccc32)c1	5%	-7%	6%	?
23	Oc1ccc(-c2[nH]ncc2-c2cnn(-c3ccccc3)c2)c(O)c1	-4%	8%	-6%	-9%
24	O=C(CN1CCN(c2ccc(F)cc2)CC1)Nc1ccc(-n2cnnn2)cc1	6%	2%	5%	1%

entry	GAA inhib	KDM4E inh	SMN2 splice enh	ALDH1A1 block
17	?	-22%	-4%	6%
18	-8%	8%	-10%	11%
19	-10%	2%	15%	14%
20	-11%	-8%	-13%	-10%
21	4%	-7%	23%	11µM*
22	3%	-5%	-74%[inhibitor]	?
23	6%	-16%	14%	?
24	5%	1%	-7%	4%

# Carrying on:
entry	Compound	GLA spleen mod	RGS12 GoLoco inh	GAA spleen mod	GAA glycogen
25	O=C(c1cccc(NS(=O)(=O)c2ccc(F)c(F)c2)c1)N1CCN(C(c2ccccc2)c2ccccc2)CC1	7%	3%	4%	-11%
26	C/C(=N\O)C1/C(=N/O)CC2C1C2(C)C (configuration not stated)	-29%	-1%	-10%	3%
27	CCc1ccc(-c2nn(-c3ccccc3)cc2CSC(=N)N)cc1	11%	-4%	4%	-2%
28	Cc1nn(Cc2c(Cl)cccc2Cl)c(C)c1NC(=O)c1sc2ccccc2c1Cl	0%	5%	-4%	3%
29	CCOc1ccc(N(CC(=O)N2CCCC2)S(=O)(=O)c2c(C)noc2C)cc1	4%	3%	3%	-13%
30	Cn1c(SCC(=O)c2ccccc2)nnc1C1COc2ccccc2O1 (configuration not stated)	-11%	-1%	2%	4%
31	COc1ccc(C(C)=O)cc1CN1CCCCC1	1%	-12%	-2%	0%
32	CN(C)CCCNc1cn[nH]c(=O)c1Cl	-1%	0%	-1%	-7%

entry	GAA inhib	KDM4E inh	SMN2 splice enh	ALDH1A1 block
25	8%	-2%	0%	-12%
26	-10%	-7%	-15%	-2%
27	?	-4%	-94%[inhibitor]	1%
28	-6%	-13%	-13%	5%
29	1%	7%	-8%	-1%
30	-4%	-17%	nt	?
31	0%	1%	-1%	10%
32	-2%	1%	-3%	3%

# (continued)
entry	Compound	GLA spleen mod	RGS12 GoLoco inh	GAA spleen mod	GAA glycogen
33	O=C(N/N=C/c1ccco1)c1cc(-c2ccccc2)n[nH]1	-6%	16%	-13%	-3%
34	Oc1cccc2ccc(/C=C/c3cccs3)nc12	-2%	13%	-6%	-13%
35	Cc1nc(S(=O)(=O)Nc2ccccc2C(=O)NCC2CC2)cn1C	5%	2%	2%	-4%
36	Cc1cc(Cl)cc(Cl)c1OCC(=O)NCc1ccco1	0%	-9%	-6%	-4%
37	Oc1ccc(/C=N/Nc2ccc(C(F)(F)F)cn2)cc1O	4%	11%	6%	3.5µM*
38	O=C(N/N=C/c1ccccn1)c1ccco1	-6%	-2%	-11%	3%
39	CCCN1CCC(NC(=O)Nc2cccc3ccccc23)CC1	6%	10%	12%	2%
40	COc1cccc(N2CCN(C(=O)C3C4C=CC5(CN(Cc6ccccc6Cl)C(=O)C35)O4)CC2)c1 (configuration not stated)	5%	-31%	-3%	-1%

entry	GAA inhib	KDM4E inh	SMN2 splice enh	ALDH1A1 block
33	-4%	-1%	-18%	-8%
34	0%	?	25%	5%
35	nt	?	nt	nt
36	-7%	-9%	-8%	?
37	-4%	-5%	?	?
38	-9%	?	1%	8%
39	nt	?	nt	nt
40	-1%	?	-26%	?

# (continued)
entry	Compound	GLA spleen mod	RGS12 GoLoco inh	GAA spleen mod	GAA glycogen
41	COc1cccc(NC(=O)N(CCN(C)C)C(C)c2cccnc2)c1 (configuration not stated)	-4%	0%	-3%	0%
42	O=C(N/C(=C\c1ccc([N+](=O)[O-])cc1)C(=O)N1CCCCC1)c1ccccc1	-3%	-2%	2%	0%
43	O=C(c1cccnc1NCc1ccccc1)N1CCOCC1	-4%	4%	-10%	5%
44	Cc1nc(N2CCCCC2)c2sc(=S)n(C)c2n1	1%	3%	-2%	2%
45	O=C(C1CCCN(S(=O)(=O)c2cnc[nH]2)C1)N1CCN(c2ccc(Cl)cc2)CC1 (configuration not stated)	-1%	-5%	-15%	3%
46	Cc1nc(=O)c(-c2ccccc2)c(C)n1-c1ccc(Br)cc1	6%	3%	8%	1%
47	Cc1ccccc1C(=O)NNC(=O)/C=C/c1ccccc1	0%	-6%	-1%	5%

entry	GAA inhib	KDM4E inh	SMN2 splice enh	ALDH1A1 block
41	nt	5%	nt	nt
42	-1%	0%	6%	2%
43	-5%	-5%	5%	-11%
44	3%	2%	-116%[inhibitor]	1%
45	-3%	-4%	-29%	-7%
46	nt	3%	nt	nt
47	-2%	?	18%	11%

# Another view of some results above.
43	O=C(c1cccnc1NCc1ccccc1)N1CCOCC1
44	Cc1nc(N2CCCCC2)c2sc(=S)n(C)c2n1
45	O=C(C1CCCN(S(=O)(=O)c2cnc[nH]2)C1)N1CCN(c2ccc(Cl)cc2)CC1 (configuration not stated)
46	Cc1nc(=O)c(-c2ccccc2)c(C)n1-c1ccc(Br)cc1
47	Cc1ccccc1C(=O)NNC(=O)/C=C/c1ccccc1
Assay by compound	43	44	45	46	47
GLA spleen mod	-4%	1%	-1%	6%	0%
RGS12 GoLoco inh	4%	3%	-5%	3%	-6%
GAA spleen mod	-10%	-2%	-15%	8%	-1%
GAA glycogen	5%	2%	3%	1%	5%
GAA inhib	-5%	3%	-3%	nt	-2%
KDM4E inh	-5%	2%	-4%	3%	?
SMN2 splice enh	5%	-116%[inhibitor]	-29%	nt	18%
ALDH1A1 block	-11%	1%	-7%	nt	11%

# Entries listed above marked active in GAA glycogen.
entry	Compound	GLA spleen mod	RGS12 GoLoco inh	GAA spleen mod	GAA glycogen
37	Oc1ccc(/C=N/Nc2ccc(C(F)(F)F)cn2)cc1O	4%	11%	6%	3.5µM*

entry	GAA inhib	KDM4E inh	SMN2 splice enh	ALDH1A1 block
37	-4%	-5%	?	?
